MCL1 BIM primary – MCL1-BIM-BH3 interaction inhibition (human) | Q07820 | GST-MCL1 / FITC-Bim-BH3 fluorescence polarization | inhibition, % at 10.9 µM | actives 0.68% (n = 320,000);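 active = inhibition above the mean inhibition of all tested compounds plus 3 SD, set per campaign, cut at about 40% in these data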;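 also: 0% = DMSO wells and 100% = unlabeled Bim-BH3 peptide control; higher means more loss of mP so more displacement of Bim peptide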
Efflux pump mplx – blocks antifungal efflux pumps in multiplex yeast assay | inhibition, % at 10 µM | AID 485275 | S. cerevisiae Candida pump triplex, Nile Red efflux | actives 0.44% (n = 330,000);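 active = plate passing quality check with inhibition over a set limit, or well fluorescence over plate mean plus 4 SD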;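 also: Nile Red retained in pooled yeast measured as flow cytometry median fluorescence; 0% = buffer negative control and 100% = Enniatin B positive control; higher means more Nile Red kept so more efflux inhibition; some compounds called inactive have numbers as strong as hits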
ZTA DNA inh – blocks Epstein-Barr virus ZTA, an EBNA-1 counter-screen; ZTA-DNA binding, fluorescence polarization; inhibition, % at 11 µM; actives 0.15% (n = 320,000); in the data active = inhibition above about 33%
Target sequence (P03206 whole entry, looked up): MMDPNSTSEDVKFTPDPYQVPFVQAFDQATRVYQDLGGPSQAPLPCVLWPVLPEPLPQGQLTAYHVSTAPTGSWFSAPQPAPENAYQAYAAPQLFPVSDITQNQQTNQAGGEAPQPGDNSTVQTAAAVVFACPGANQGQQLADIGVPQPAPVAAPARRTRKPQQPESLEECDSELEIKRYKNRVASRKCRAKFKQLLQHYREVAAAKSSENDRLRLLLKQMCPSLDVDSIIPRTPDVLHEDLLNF
MEX-5 binding – C. elegans MEX-5 TCR-2 RNA binding activity | Q9XUB2 | MEX-5/FITC-TCR2 RNA binding, fluorescence polarization; active compounds read low | activity score (negative = inhibition of binding), % at 10 µM | actives 0.38% (n = 300,000);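 active = inhibition past about -25% in most replicates, and total fluorescence under double the plate's negative control median, limit read from the data; inconclusive = replicates evenly split on the limit, or fluorescence at least double controls; inactive = too little inhibition in most replicates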;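 also: 0% = DMSO and -100% = 5 µM competing unlabeled TCR2 RNA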
Target sequence (Q9XUB2 whole entry, looked up): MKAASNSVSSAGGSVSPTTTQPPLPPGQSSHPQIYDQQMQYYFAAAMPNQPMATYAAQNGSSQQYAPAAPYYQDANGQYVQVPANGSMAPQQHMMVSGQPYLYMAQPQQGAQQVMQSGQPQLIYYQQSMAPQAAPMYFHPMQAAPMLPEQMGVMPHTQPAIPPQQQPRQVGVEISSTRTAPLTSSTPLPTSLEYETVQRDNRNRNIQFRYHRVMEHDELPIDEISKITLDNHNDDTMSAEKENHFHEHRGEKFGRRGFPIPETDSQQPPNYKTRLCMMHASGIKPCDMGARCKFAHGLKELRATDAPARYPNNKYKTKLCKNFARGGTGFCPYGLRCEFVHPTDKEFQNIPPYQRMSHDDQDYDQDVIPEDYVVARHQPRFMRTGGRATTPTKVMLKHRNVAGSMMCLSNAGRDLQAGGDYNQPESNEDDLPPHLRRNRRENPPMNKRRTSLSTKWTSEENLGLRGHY
Fam108B counter – Fam108B inhibition, counter-screen for RBBP9 inhibitors | actives 0.33% (n = 300,000) | inhibition, % at 9.51 µM | recombinant Fam108B, FP-Rh probe fluorescence polarization;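 active = inhibition above the screen mean inhibition plus 3 SD, computed separately per campaign, cut at about 18% in these data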;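 also: inhibitors lower polarization as less probe binds the enzyme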
BCLXL inh – inhibitors of human Bcl-xL; inhibition, % at 10.9 µM; GST-Bcl-xL / FITC-Bim BH3 peptide fluorescence polarization; Q07817; actives 0.7% (n = 320,000); AID 2129;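 active = inhibition above the mean of all tested compounds plus 3 SD, cutoff set per campaign, cut at about 30% in these data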;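 also: 0% = DMSO wells and 100% = unlabeled Bim-BH3 peptide competitor; inhibitors lower millipolarization by displacing the labeled peptide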
Target sequence (Q07817 whole entry, looked up): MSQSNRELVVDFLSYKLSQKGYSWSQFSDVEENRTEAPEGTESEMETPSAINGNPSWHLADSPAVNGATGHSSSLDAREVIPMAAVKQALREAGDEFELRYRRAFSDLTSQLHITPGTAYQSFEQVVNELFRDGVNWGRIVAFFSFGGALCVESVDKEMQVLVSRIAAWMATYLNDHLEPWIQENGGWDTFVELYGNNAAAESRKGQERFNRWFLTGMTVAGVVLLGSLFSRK
Yeast superoxide – lowers age-related superoxide in aged yeast cells; S. cerevisiae aged cells, superoxide DHE fluorescence; active compounds read low; superoxide response (% of plate mean), % at 10 µM; actives 0.18% (n = 330,000); AID 2690;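 active = superoxide response under a set limit, about three screen SD below normal, cut at about 65% in these data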;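 also: yeast aged for seven days with compound at 30 °C before DHE staining; 100% = average MFI of all compound-treated wells on the plate with controls excluded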
EBNA-1 inh – blocks EBNA-1 binding to DNA; EBNA-1 DNA binding, fluorescence polarization; inhibition, % at 14.8 µM; actives 0.34% (n = 300,000); AID 1950; in the data active = inhibition above about 28%
GLD-1 TGE inh – GLD-1-TGE RNA interaction inhibition (C. elegans). purified GLD-1 + fluorescein TGE RNA, fluorescence polarization. inhibition, % at 5.96 µM. actives 0.44% (n = 320,000). AID 2280;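 active = percent inhibition above a per-plate cutoff, the plate mean of test compounds plus 3 SD, cut at about 30% in these data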;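 also: 0% = DMSO wells with GLD-1 and probe and 100% = wells lacking GLD-1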
* = called active by the depositor; ? = inconclusive; . = no result given; + = active, no number.

SMILES | MCL1 BIM primary | Efflux pump mplx | ZTA DNA inh | MEX-5 binding | Fam108B counter | BCLXL inh | Yeast superoxide | EBNA-1 inh | GLD-1 TGE inh
CCOc1ccc2nc(Cl)c(CN(C(=O)c3cnccn3)C3CCCC3)cc2c1 | 2 | -0.1 | 0 | -0.1 | -3 | 6 | 94 | -1 | 1
N#Cc1ccc(OCc2nnc3n2CCCCC3)cc1 | 3 | 0.0 | -6 | -1.0 | -6 | -2 | 96 | 4 | 7
S=C(NCC1(c2ccccc2)CCCC1)Nc1ccccc1 | 7 | 0.1 | -6 | -2.3 | -1 | 1 | 112 | 12 | 2
CCCc1ccc(C(=O)COC(=O)CN2C(=O)NC3(CCCCC3C)C2=O)cc1 (centres undefined) | -5 | 0.8 | -18 | . | . | 1 | 108 | . | 3
C=CCn1c(C)cc(C(=O)CSc2nnc(NC(C)C)s2)c1C | 1 | -0.1 | -3 | -0.3 | 0 | 3 | 101 | 8 | -1
CCOc1ccccc1C(=O)Nc1ccsc1C(=O)OC | 3 | 0.3 | 11 | 0.0 | -1 | 7 | 92 | 2 | 3
CC(=O)N/C(=C\c1ccccc1)C(=O)OCc1ccc(C)cc1 | -4 | 0.3 | 6 | 2.1 | 1 | 2 | 108 | -2 | 6
CC(C)(O)C#Cc1ccc(C(=O)N2CCN(c3ccc([N+](=O)[O-])cc3)CC2)cc1 | 0 | 0.4 | -8 | -0.6 | 1 | 1 | 91 | -6 | 5
c1coc(CNc2nc3ccccc3s2)c1 | 1 | 0.3 | -8 | -0.5 | 0 | 1 | 86 | -14 | -12
CC(C)NC(=S)N1CCCN(c2ncccc2[N+](=O)[O-])CC1 | -1 | 0.1 | 4 | 0.1 | -1 | 3 | 100 | 3 | 3
Cc1cccc[n+]1CC(=O)N1c2ccccc2Sc2ccccc21 | 17 | -0.1 | 1 | 0.4 | 3 | 8 | 102 | 1 | 4
O=C(O)c1ccc(CNC(=O)c2ccc(Br)o2)cc1 | 2 | 0.0 | -5 | -0.5 | 4 | 6 | 100 | 3 | 2
CCN(CC)S(=O)(=O)c1ccc(N2CCCC2)c(NC(=O)CC(C)(C)C)c1 | 4 | 0.0 | -11 | -3.7 | -3 | -2 | 98 | -8 | 7
COc1ccc(C(=O)Cn2c(Br)nc3c2c(=O)n(C)c(=O)n3C)cc1 | -2 | -0.2 | -1 | -0.7 | 2 | 0 | 93 | 6 | 8
COC(=O)c1cc(S(=O)(=O)NCC2CCN(CCc3ccc(OC)cc3)CC2)c[nH]1 | -2 | -0.1 | 4 | 4.8 | -3 | 6 | 108 | 1 | -6
O=C(Nc1ccc(NC(=O)c2ccccc2Cl)nc1)c1ccncc1 | 5 | 0.0 | -11 | -1.9 | 6 | 4 | 110 | 3 | -2
O=C(CSc1cccc(C(F)(F)F)c1)NC(=O)NCc1ccco1 | 12 | -0.1 | 2 | 1.2 | -5 | 4 | 96 | 3 | -9
COCCOc1nc2ccccc2nc1C | 8 | -0.1 | 8 | -1.3 | 1 | 4 | 98 | 4 | 3
CCN(c1ccccc1)S(=O)(=O)c1ccc(C(=O)Nc2ccncc2)cc1 | -1 | -0.1 | -4 | 0.0 | -3 | -1 | 106 | -12 | -5
CCC(C)NCCOCCOc1ccc(Br)cc1C (centres undefined) | -5 | -4.3 | 2 | 1.6 | 0 | -4 | 82 | 7 | 5
Cc1cc(=O)[nH]c(SCc2cc(Cl)ccc2OC(F)F)n1 | 5 | 0.0 | 2 | -3.6 | 3 | 5 | 106 | 10 | 6
O=C(CCN1CCOCC1)c1ccccc1 | -2 | 0.0 | 4 | -0.2 | 7 | 1 | 108 | -8 | -4
COc1ccc(/C=N/N2CCN(C3c4ccccc4-c4ccccc43)CC2)cc1O | 1 | 0.4 | 7 | 0.5 | 5 | -2 | 96 | 2 | 8
Cc1cc(F)ccc1S(=O)(=O)N1CCCOC1CNC(=O)C(=O)NCc1cccnc1 (centres undefined) | 7 | -0.1 | 6 | -0.7 | 1 | 3 | 103 | 2 | 3
O=S(=O)(NCC1CCCO1)c1ccc(Cl)cc1 (centres undefined) | 5 | 0.4 | -4 | -0.1 | -2 | 0 | 107 | 5 | 4
CC(Sc1nnnn1C)C(=O)Nc1ccc2c(c1)OCCO2 (centres undefined) | 3 | 0.1 | 2 | 2.0 | -1 | 3 | 100 | 5 | 3
CCNC(=O)c1nc[nH]c1C(=O)NCC | 5 | 0.0 | -8 | -0.1 | -2 | 7 | 104 | -2 | 2
Cc1ccc(/C=N/n2nnnc2N)cc1 | -5 | 0.0 | -18 | -1.6 | -4 | 5 | 111 | -1 | 5
COc1ccccc1OC(C)C(=O)N(Cc1ccco1)C1CCS(=O)(=O)C1 (centres undefined) | 0 | -0.1 | 12 | 2.0 | -3 | 1 | 96 | 4 | 1
O=c1[nH]c(C2CCN(S(=O)(=O)Cc3ccccc3)CC2)nc2c1nnn2Cc1cccc(Cl)c1 | 4 | 0.0 | -7 | 2.1 | -2 | 5 | 106 | 11 | 3
Cc1cccc(OCc2nnc(SCC(=O)N(c3ccccc3)C3CCS(=O)(=O)C3)o2)c1 (centres undefined) | 1 | 0.0 | 12 | . | . | 2 | 93 | . | 4
c1ccn2c(SCc3ccc4c(c3)OCO4)nnc2c1 | -7 | 0.2 | -8 | -2.8 | -3 | 0 | 145 | -5 | 8
COc1ccc(C(C)=O)cc1CSc1ccc2c(c1)OCCO2 | 7 | 0.2 | -3 | 2.1 | 2 | 4 | 88 | 2 | 5
CCOC(=O)C(C(=O)NCCCN1CCOCC1)C1CCCCC1 (centres undefined) | 10 | -0.1 | -7 | 0.6 | 1 | 4 | 85 | 2 | 4
O=c1[nH][nH]c(C(F)(F)F)c1C=NCc1ccc(Cl)cc1 | 4 | 0.0 | -4 | -1.3 | 0 | 6 | 85 | -3 | -2
CCOn1c(=O)c[n+]([O-])c2ccccc21 | 0 | -0.1 | -11 | 1.4 | 9 | 2 | 99 | 0 | -8
N#CCC(=O)Nc1ccc(C(=O)OCC(=O)N(C2CCCCC2)C2CCCCC2)cc1 | -13 | 0.1 | 8 | 9.1 | -9 | -8 | 82 | 8 | -11
O=C1NC(=O)/C(=C/c2ccc(-c3cc(C(=O)O)ccc3Cl)o2)S1 | 42* | 0.1 | 12 | -8.6 | 3 | 21 | 113 | 6 | 3
CCOC(=O)c1cnc(N2CCN(C(=O)OCC)CC2)[nH]c1=O | -4 | 0.1 | -8 | 5.6 | -4 | 0 | 100 | -24 | -7
O=C(NCCCN1CCCC1)c1ccc2c(c1)N(Cc1ccc(F)cc1)C(=O)c1ccccc1S2=O (centres undefined) | 1 | 0.1 | -2 | 1.1 | -1 | -1 | 108 | -6 | -7
COc1ccccc1CNC(=O)CCCC(=O)n1nc(C)c2ccccc21 | 7 | 0.2 | -7 | -0.5 | -1 | 6 | 103 | -4 | -6
O=C(NCCOc1ccc(Cl)cc1)C1CCCCC1 | 3 | 0.0 | 5 | 2.1 | -2 | 7 | 113 | -12 | 1
Cc1nn(-c2ccccc2)c(Oc2ccc(F)cc2)c1/C=N/n1cnnc1 | 2 | -0.1 | -7 | . | 0 | 8 | 80 | 7 | -1
CCN(CC)C(=O)C1c2ccccc2Oc2ccccc21 | + | 0.1 | -16 | ? | 47* | 195* | 103 | 6 | 169*
Oc1ccc(Cl)cc1C1=NNC(c2ccc(Cl)cc2)C1 (centres undefined) | 0 | -0.1 | -7 | 2.3 | -8 | -3 | 112 | 5 | 4
Cc1ccc(S(=O)(=O)NC(=NC2CCCCC2)c2ccccc2)cc1 | 0 | 0.0 | -16 | -1.8 | 0 | -1 | 104 | -5 | 4
Cc1cc(C)n(-c2ccc(C(=O)Oc3ccc4c(c3)OCO4)cc2)n1 | 4 | -0.1 | -1 | 1.7 | 2 | 9 | 89 | -2 | -2
C=CCNC(=O)C12CC3(C)CC(C)(CC(C)(C3)C1)C2 | 2 | 0.0 | -9 | 2.5 | -2 | -2 | 83 | 0 | 1
COc1ccc(NC(=O)CN(C)C(=O)/C=C/c2ccc(S(=O)(=O)N3CCCCCC3)cc2)cc1 | -22 | -0.1 | -10 | 0.4 | -1 | -8 | 94 | -6 | 9
COc1cc(/C=N/NC(=O)CSc2ccccn2)ccc1OC(C)C | 5 | -0.1 | 3 | -0.4 | 0 | 4 | 121 | 6 | -2

Following part.
SMILES | MCL1 BIM primary | Efflux pump mplx | ZTA DNA inh | MEX-5 binding | Fam108B counter | BCLXL inh | Yeast superoxide | EBNA-1 inh | GLD-1 TGE inh
COc1cc2c(=O)n(CCCN3CCOCC3)c(=S)[nH]c2c(OC)c1OC | -5 | 0.0 | 15 | -3.2 | -1 | -8 | 98 | -8 | -5
CN(C1CCCCC1)S(=O)(=O)c1cccc(C(=O)OCC(=O)NC2CCCc3ccccc32)c1 (centres undefined) | -3 | -0.1 | 8 | 1.0 | -9 | -1 | 93 | 8 | 5
O=C(Nc1ccc(Cl)cn1)C1C(c2ccccc2)C1(Cl)Cl (centres undefined) | 3 | -0.1 | 2 | -0.6 | -5 | 6 | 116 | -15 | 1
COc1cc2c(cc1OC)C(C(=O)Nc1ccc3c(c1)OCCO3)C(c1cccnc1)N(C)C2=O (centres undefined) | -1 | 0.0 | -5 | 1.6 | 1 | 3 | 78 | 10 | 1
CCOC(=O)N1CCN(Cc2cc(=O)oc3ccc(Cl)cc23)CC1 | 4 | -0.1 | 5 | -0.8 | 1 | 5 | 84 | 8 | 7
CN(/C(=N/S(=O)(=O)c1cccs1)c1ccccc1)c1ccccc1 | 5 | -0.4 | -15 | -2.9 | -2 | 4 | 113 | -8 | 6

Among those listed so far, these have an NH in an aromatic ring:
SMILES | MCL1 BIM primary | Efflux pump mplx | ZTA DNA inh | MEX-5 binding | Fam108B counter | BCLXL inh | Yeast superoxide | EBNA-1 inh | GLD-1 TGE inh
COC(=O)c1cc(S(=O)(=O)NCC2CCN(CCc3ccc(OC)cc3)CC2)c[nH]1 | -2 | -0.1 | 4 | 4.8 | -3 | 6 | 108 | 1 | -6
Cc1cc(=O)[nH]c(SCc2cc(Cl)ccc2OC(F)F)n1 | 5 | 0.0 | 2 | -3.6 | 3 | 5 | 106 | 10 | 6
CCNC(=O)c1nc[nH]c1C(=O)NCC | 5 | 0.0 | -8 | -0.1 | -2 | 7 | 104 | -2 | 2
O=c1[nH]c(C2CCN(S(=O)(=O)Cc3ccccc3)CC2)nc2c1nnn2Cc1cccc(Cl)c1 | 4 | 0.0 | -7 | 2.1 | -2 | 5 | 106 | 11 | 3
O=c1[nH][nH]c(C(F)(F)F)c1C=NCc1ccc(Cl)cc1 | 4 | 0.0 | -4 | -1.3 | 0 | 6 | 85 | -3 | -2
CCOC(=O)c1cnc(N2CCN(C(=O)OCC)CC2)[nH]c1=O | -4 | 0.1 | -8 | 5.6 | -4 | 0 | 100 | -24 | -7
COc1cc2c(=O)n(CCCN3CCOCC3)c(=S)[nH]c2c(OC)c1OC | -5 | 0.0 | 15 | -3.2 | -1 | -8 | 98 | -8 | -5
